PGK inhibitor – T. brucei PGK inhibition; P07378; PGK/GAPDH coupled, Kinase-Glo luminescence, 60 min; Potency, µM (top dose mostly 57.5 µM), for inactives: top-dose activity change, negative = inhibition, usual class: inhibitors; hit rate 0.043% among 380,000; AID 602233; further: potency means the concentration at half of the fitted maximal effect; on the % scale 0 is the no-effect control and ±100 the full control effect; nearly all actives have a fitted effect of over 60% in size
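Recombinant glycosomal PGK reaction used 1,3-bisphosphoglycerate generated in-well by GAPDH (100nM final) in 100mM TEA pH 7.6, 5mM MgCl2, 0.01% Tween-20. After 60 minutes at room temperature, ATP was read by Kinase-Glo Plus luminescence end-point.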
Pin1 inhibitor – inhibitors of human Pin1. Pin1 FP peptide displacement, HiFluor488, 10 min. Potency, µM (series often up to 115 µM), for the others: at the top dose activity, negative = inhibition, hits mostly inhibitors. hit rate 0.009% among 390,000. Q13526; active means well fitted inhibition curve with a large enough effect in the polarisation, with a control signal flat, not every such curve was filed as active; inconclusive means small, poorly fitted or top-dose-only effect, or effect the other way, or a change in a side signal; inactive means no such curve, though single readings can be large or run the other way; the % refers to the polarisation; further: potency means the concentration at half of the fitted maximal effect; on the % scale 0 is the no-effect control and ±100 the full control effect
Target sequence (Q13526 whole entry, looked up): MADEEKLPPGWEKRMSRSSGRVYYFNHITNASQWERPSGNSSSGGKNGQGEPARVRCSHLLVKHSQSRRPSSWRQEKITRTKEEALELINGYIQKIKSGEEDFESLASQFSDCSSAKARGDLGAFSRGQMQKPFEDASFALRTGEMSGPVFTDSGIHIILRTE
PI4K2A inh – PI4K2A (human) kinase inhibition; purified PI4K2A, ADP-Glo luminescence, 1 h; stronger effect = lower value; hit rate 0.13% among 420,000; AID 1346378; Q9BTU6; activity change, negative = inhibition, % at 76.9 µM; in the data active means activity change below about -50%; inconclusive means mostly about -30% to -49%;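 further: -100% = wells without enzyme as full effect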
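Compounds are screened against recombinant PI4K2A using PI as substrate and ATP, the latter dispensed at 300 microM. Reactions run one hour at ambient temperature before ADP-Glo detection; full inhibition defined by wells lacking enzyme.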
HP1b chromo inh – inhibitors of HP1-beta chromodomain binding to methylated histone tails. P83916. Potency, µM (highest dose often 114 µM), for the others: at the highest dose activity change, negative = inhibition, hits mostly inhibitors. AID 540317. AlphaScreen HP1-beta / biotin-H3K9me3 peptide binding. hit rate 0.56% among 390,000; further: potency means the concentration at half of the fitted maximal effect; nearly all actives have a fitted effect of over 70% in size; inactives centre near 23
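AlphaScreen: HP1-beta (50 nM) preformed 30 min with biotin-H3(1-18)K9me3 peptide (50 nM) in PBS pH 7.4, 0.01% Tween-20. Compound added for 30 min at RT, then streptavidin donor/nickel chelate acceptor beads (10 ug/mL) for 30 min.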
ERG-DNA inh – ERG Ets/DNA interaction inhibition; P11308; fluorescence polarization, His-ERG Ets domain / labelled DNA; Potency, µM (doses to about 76.9 µM), without a hit: at the highest dose FP activity, negative = inhibition, most hits filed as inhibitors; hit rate 0.028% among 370,000; active means well fitted inhibition curve with a large enough effect in the polarisation, with a control signal flat; inconclusive means small, poorly fitted or top-dose-only effect, or effect the other way, or a change in a side signal; inactive means no such curve, though single readings can be large or run the other way; the % refers to the polarisation;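 further: polarization taken with two DNA probes labelled with fluorescein and Texas red; potency means the concentration at half of the fitted maximal effect; % of control where 0% means no effect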
Target sequence (P11308 whole entry, looked up, the tested form may be a part): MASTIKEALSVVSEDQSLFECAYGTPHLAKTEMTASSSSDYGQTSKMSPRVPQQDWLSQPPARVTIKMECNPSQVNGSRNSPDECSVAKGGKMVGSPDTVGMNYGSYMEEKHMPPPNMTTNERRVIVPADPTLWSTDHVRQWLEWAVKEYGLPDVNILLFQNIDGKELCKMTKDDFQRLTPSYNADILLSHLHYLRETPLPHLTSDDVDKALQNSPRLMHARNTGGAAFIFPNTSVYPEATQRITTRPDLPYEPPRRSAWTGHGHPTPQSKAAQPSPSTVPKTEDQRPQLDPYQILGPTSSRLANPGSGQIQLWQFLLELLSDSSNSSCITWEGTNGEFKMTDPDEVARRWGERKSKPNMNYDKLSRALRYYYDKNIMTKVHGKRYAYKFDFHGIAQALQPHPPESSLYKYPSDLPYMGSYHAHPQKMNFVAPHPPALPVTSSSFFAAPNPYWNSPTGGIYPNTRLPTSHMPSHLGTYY
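His-tagged ERG Ets domain (1 uM in the protein solution; 300mM KCl, 50mM Tris-HCl, 1mM EDTA, 1mM DTT, pH 7.5) received compound, then a probe mix of 5 nM fluorescein-DNA and 100nM Texas-615-DNA. Fluorescence polarization was read for both dyes.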
GLS inhibitor – blocks human kidney-isoform glutaminase activity. hit rate 0.21% among 410,000. O94925. AID 624170. GLS enzymatic activity, qHTS titration. Potency, µM (highest dose often 45.5 µM), inactives show top-dose activity change, negative = inhibition, hits mostly inhibitors; further: potency means the concentration at half of the fitted maximal effect; on the % scale 0 is the no-effect control and ±100 the full control effect
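Assay buffer: 45 mM KH2PO4 pH 8.2, 0.02% Tween-20. hKGA acts on L-glutamine (1 mM solution added); product glutamate is reported by an oxidase/peroxidase Amplex Red coupling, with fluorescence taken at baseline and 30 min.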
JMJD2A Tudor – JMJD2A Tudor domain (human) inhibition; AlphaScreen JMJD2A-Tudor / H3K4me3 peptide binding; Potency, µM (titrated, usually from 114 µM), without a hit: top-dose activity change, negative = inhibition, most hits filed as inhibitors; hit rate 4.4% among 390,000; AID 504339; further: potency means the concentration at half of the fitted maximal effect; on the % scale 0 is the no-effect control and ±100 the full control effect; nearly all actives have a fitted effect of over 50% in size
G9a block – inhibitors of human histone lysine methyltransferase G9a | Potency, µM (titrated, usually from 102 µM), without a hit: at the highest dose activity, negative = inhibition, actives largely listed as inhibitors | Q96KQ7 | G9a H3K9 monomethylation, AlphaScreen, 2 h | hit rate 8.8% among 350,000; further: potency means the concentration at half of the fitted maximal effect; on the % scale 0 is the no-effect control and ±100 the full control effect; nearly all actives have a fitted effect of over 75% in size
Target sequence (Q96KQ7 913-1193 limits assumed): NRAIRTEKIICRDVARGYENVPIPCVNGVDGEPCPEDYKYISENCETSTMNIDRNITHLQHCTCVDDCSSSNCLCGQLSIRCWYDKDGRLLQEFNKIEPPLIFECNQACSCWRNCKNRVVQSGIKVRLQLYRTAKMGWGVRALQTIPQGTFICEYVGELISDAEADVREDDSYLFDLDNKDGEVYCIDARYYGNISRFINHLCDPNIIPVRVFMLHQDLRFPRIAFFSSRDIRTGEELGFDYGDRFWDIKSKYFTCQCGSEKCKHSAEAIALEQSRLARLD
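AlphaScreen detection with an anti-monomethyl H3K9 antibody quantified product after a 2 h room-temperature reaction containing 500 nM biotinylated H3K9 peptide, 20 µM SAM and 20 nM enzyme, which had been preincubated 15 min with compound.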
BAZ2B inh – inhibitors of human BAZ2B bromodomain; Q9UIF8; AlphaScreen BAZ2B-H3K14Ac peptide displacement; Potency, µM (highest dose often 114 µM), for the others: top-dose activity change, negative = inhibition, actives largely listed as inhibitors; hit rate 4.4% among 360,000; further: potency means the concentration at half of the fitted maximal effect; on the % scale 0 is the no-effect control and ±100 the full control effect; nearly all actives have a fitted effect of over 60% in size
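BAZ2B 50 nM plus b-H3(5-23)K14Ac 50 nM, PBS pH 7.4/0.01% Tween-20, 30 min RT; compound added (max 110 uM), 30 min RT; streptavidin donor/Ni-chelate acceptor beads 10 ug/mL final, 20 min dark; AlphaScreen read.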
An asterisk follows results filed as active; i = inactive; ? = inconclusive; . = not tested or not shown; & = joins results of further samples; [ ] = another dose, or the depositor's remark. Unless noted, the call rests on the fitted dose curve; in most records, active means well fitted curve in the direction sought with a large enough effect; inconclusive means small, poorly fitted or top-dose-only effect, or another doubt; inactive means no such curve, though single readings can be large; an effect the other way counts as inactive or inconclusive.

HP1b chromo inh,PGK inhibitor,PI4K2A inh,GLS inhibitor,ERG-DNA inh,BAZ2B inh,G9a block,JMJD2A Tudor,Pin1 inhibitor,smiles
-17%,-10%,-30,70%[activator],-2%,?,28µM*,-30%,5%,CSc1cccc(NC(=O)/C=C/c2ccco2)c1
48%[activator],.,-4,7%,-2%,3%,-42%[59 µM],-1%,3%,CCOc1ccc(CNC(=O)c2cnc(SC)nc2CC)cc1
25%&22%,-2%,-1&5,-3%&-6%,4%&6%,-17%&-3%,33%,-9%&9%,-11%&-7%,Cc1ccc(C(=O)N(Cc2sccc2C)C2CCS(=O)(=O)C2)cc1 (stereo not drawn)
30%,-3%,-5,-1%,2%,-6%,10%,-21%,-1%,Cc1cc(C)n(C(=O)c2ccc(NC(=O)C3CC3)cc2)n1
30%,-7%,8,0%,-15%,.,.,40µM*,-21%,Cc1cc2c(cc1C)N(C(=O)CCl)CCN2C(=O)CCl
37%,.,-2,-1%,12%,10%,-38%[59 µM],4%,0%,COc1ccc(/C=C/C(=O)Nc2ccc(Cl)c(Cl)c2)cc1OC
47%,i,4,2%,-8%,2%,58%[activator][59 µM],-24%,?,CCCOC(=O)c1ccc(Oc2cn[nH]c2-c2ccc(OCC)cc2O)cc1
13%,4%,1,5%,1%,3%,20%[59 µM],-13%,-4%,COc1cc2c(cc1OC)C(Nc1ccccc1)=NC(C)(C)C2
-7%,-6%,2,25%,0%,11%,?,40µM*,-13%,CN(CC(=O)Nc1ccc(C#N)cc1)CC(=O)Nc1ccc(N2CCOCC2)cc1
26%,12%,-1,1%,-10%,8%,.,-17%,1%,COc1ccc(CC(=O)O/N=C(\N)Cc2ccc(OC)c(OC)c2)cc1

Two entries from above, with values under each structure:
The line under a structure holds: HP1b chromo inh	PGK inhibitor	PI4K2A inh	GLS inhibitor	ERG-DNA inh	BAZ2B inh	G9a block	JMJD2A Tudor	Pin1 inhibitor
> CCOc1ccc(CNC(=O)c2cnc(SC)nc2CC)cc1
  48%[activator]	.	-4	7%	-2%	3%	-42%[59 µM]	-1%	3%
> COc1cc2c(cc1OC)C(Nc1ccccc1)=NC(C)(C)C2
  13%	4%	1	5%	1%	3%	20%[59 µM]	-13%	-4%

Following part
HP1b chromo inh,PGK inhibitor,PI4K2A inh,GLS inhibitor,ERG-DNA inh,BAZ2B inh,G9a block,JMJD2A Tudor,Pin1 inhibitor,smiles
12%,6%,1,1%,-3%,-4%,1%,-2%,-3%,CNC(=O)c1nc(C)n(-c2ccc([N+](=O)[O-])cc2)n1
48%[activator],0%,17,0%,5%,3%,-8%,-13%,17%,N#C/C(=C\c1ccc(Oc2ccc(C(F)(F)F)cc2[N+](=O)[O-])cc1)c1nc2ccccc2[nH]1
33%,2%,2,-2%,0%,2%,.,4%,2%,Cc1cc(C)cc(-n2ncc3c2CCCC3NC(=O)CCN2CCCC2=O)c1 (stereo not drawn)
17%,i,-8,3%,3%,-12%,?,-11%,-5%,Cc1ccc(C(=O)NCCN2CCOCC2)cc1S(=O)(=O)N1CCCCC1
20%,-2%,3,2%,11%,8%,-16%,-8%,14%,Cc1ccc(NC(=O)C2CCN(S(=O)(=O)c3cccs3)CC2)cc1C
48%[activator],-3%,-3,0%,8%,0%,?,-17%,1%,COC(=O)C(C)Sc1ccc2nnc(-c3cccc(F)c3)n2n1 (stereo not drawn)
37%,-3%,-9,6%,-1%,.,.,-8%,-1%,O=C1CC2(CCOCC2)Oc2ccc3ccccc3c21
26%,-11%,0,-2%,5%,-37%,2%[12.7 µM],-7%[11.4 µM],2%,O=c1[nH]c(CN2CCN(c3ccccn3)CC2)nc2c(Br)cc(Br)cc12
?,-9%,-1,-10%,0%,-34%,32µM*,-7%,4%,Fc1cccc(Cl)c1CSc1ccc(-c2ccco2)nn1
24%,-7%,2,11%,-5%,-1%,-6%,-3%,-4%,Cn1cnc(S(=O)(=O)Nc2ccc3c(c2)OCCO3)c1
18%,-8%,2,-1%,-5%,-31%,20%[0.501 µM],-2%,1%,O=C(Cc1ccccc1[N+](=O)[O-])NCc1ccccc1Cl
34%,3%,1,-7%,-8%,-25%,-30%,-21%,-1%,CCS(=O)(=O)N1Cc2ccccc2CC1C(=O)Nc1ncc(C)s1 (stereo not drawn)
-3%,-2%,-4,?,24%,-4%,0%,-8%,-1%,O=C(NNC1=NCCCCC1)Nc1ccc(Cl)cc1
-1%,-5%,-7,0%,5%,-1%,.,-9%,7%,CCCc1cc(=O)[nH]c(SCC(=O)c2ccc3c(c2)NC(=O)CO3)n1
18%,i,2,10%,-17%,.,.,-11%,-1%,COc1ccccc1C(=O)N/N=C(\C)c1cccnc1
35%[activator],-8%,-2,48%[activator],-6%,-5%,-25%[59 µM],?,5%,Oc1ccccc1C1=NOC(O)(C(F)F)C1 (stereo not drawn)
29%,5%,-13,-5%,-2%,.,-37%,3%,7%,O=C(NCc1ccccc1)C1CCCN(c2nc3ccsc3c(=O)s2)C1 (stereo not drawn)
36%,i,4,-2%,6%,5%,23%,-9%,1%,Cn1nnnc1NCc1ccc(Cl)c(Cl)c1
45%[activator],.,-4,-5%,-2%,5%,3%[59 µM],1%,0%,CCCNC(=O)COC(=O)c1ccccc1C(=O)N(C)C1CCCCC1
7%,.,2,1%,9%,?,11µM*,-31%,17%,Cc1ccc([N+](=O)[O-])c2c1C(N1CCCC1)C(C)(C)O2 (stereo not drawn)
?,-8%,-2,3%,5%,?,50µM*,?,2%,COc1ccc(-n2c(C)cc(C(=O)CSc3nnc(-c4ccoc4C)n3C)c2C)cc1
9%,3%,-1,-2%,7%,.,.,-23%,6%,CC[C@]12c3[nH]c4ccc(OC)cc4c3CCN1C(=O)C(CC(=O)NCc1ccco1)C[C@@H]2C(=O)N1CCN(C(=O)c2ccco2)CC1 (stereo partly drawn)
50%[activator],4%,3,16%,-7%,29%,19%,-3%,-1%,CCOC(=O)c1cnc2c(-c3cccc(Br)c3)cnn2c1C
14%,2%,6,1%,4%,-1%,1%,-6%,-1%,CCOC(=O)N/N=C/C(Cl)=C/c1ccccc1
29%,-1%,0,9%,-11%,2%,-50%,2%,-1%,Cc1ccc(C)c(NS(=O)(=O)c2c(C)nn(C)c2C)c1
?,7%,13,12%,5%,-29%,11µM*,?,-7%,COc1ccc(C(=S)N2CCOCC2)cc1OC(=O)c1ccccc1Cl
16%,-3%,1,18%,12%,4%,-40%[59 µM],-16%,-2%,N#C/C(=C/Nc1ccccc1)c1ccsc1
36%,-3%,8,10%,-6%,15%,31%[12.7 µM],-3%,-7%,Clc1ccc(Oc2nc3c(Cl)cccc3s2)cc1Cl
-4%,-4%,5,-3%,3%,-21%,-27%[59 µM],?,-3%,CCCc1nn2c(=O)cc(COC(=O)c3ccc(NC(=O)CCc4ccccc4)cc3)nc2s1
24%,-5%,1,5%,5%,0%,14%[2.33 µM],-9%,0%,Cc1c(NC(=O)COC(=O)/C=C/c2cccc(Cl)c2)c(=O)n(-c2ccccc2)n1C
34%,-3%,6,-4%,-5%,-2%,.,-12%,1%,O=C(NC1CCCC1)C(c1ccccc1)N(Cc1cccnc1)C(=O)Cc1cccs1 (stereo not drawn)
7%,-3%,5,-4%,7%,-1%,9%[59 µM],-18%,-6%,O=c1nc(C(F)(F)F)nc2ccccn12
26%,0%,2,11%,11%,-1%,0%,0%,0%,NC(=O)C1CCN(CC(O)CSc2ccc(F)cc2)CC1 (stereo not drawn)
53%[activator],i,-5,6%,5%,-8%,-27%,-16%,1%,CC(=O)Nc1ccc(NC(=O)C(=O)NCC(c2ccco2)N2CCc3ccccc32)cc1 (stereo not drawn)
19%,9%,2,2%,1%,-15%,11%[59 µM],-16%,-16%,CCOC(=O)CNC(=O)Nc1cc(C(=O)NCc2ccc(C(C)C)cc2)ccc1N1CCCC1
13%,1%,-1,4%,.,-3%,-6%[59 µM],-12%,1%,Cn1c(=O)c2c(ncn2CC(=O)OCC(=O)Nc2ccccc2Cl)n(C)c1=O
34%,i,3,3%,8%,0%,20%,-1%,-2%,O=C(NCCCNC(=O)c1ccccn1)c1ccc(Cl)cc1
46%[activator],11%,5,0%,-6%,-1%,8%[0.501 µM],-3%,1%,O=C(N/N=C1\SCC(=O)N1CCc1ccccc1)c1cccs1
24%,2%,-2,0%,1%,-8%,0%[59 µM],3%,-2%,CCOc1ccc(-c2cc3cc(OC)c(OC)cc3c(C)n2)cc1
5%,-1%,-8,-1%,10%,9%,39%[activator],-11%,-1%,Cc1nc(-c2ccc(NC(=O)Cc3ccccc3)cc2)cs1
24%,-16%,-1,8%,0%,-5%,-41%[59 µM],-12%,-7%,CCC(=O)Nc1ccc(N2CCN(C(=O)c3ccccc3C)CC2)cc1
25%,1%,1,-1%,-1%,-16%,?,-12%,-2%,COc1ccc(CNC(=O)c2cc3sccc3n2Cc2ccc(F)cc2)cc1

High-throughput results: PubChem BioAssay, National Center for Advancing Translational Sciences (NCATS)
